Screening data: PubChem BioAssay, National Center for Advancing Translational Sciences (NCATS)
CCT chaperon mod – changes cytosolic chaperonin activity. activity change, % (concentration not given with the values), hits read low. 0.3% of 360,000 active. purified chaperonin ATPase assay, HTRF ADP detection, 30 min; in the data active means activity change below about -30%; further: on the % scale 0 is the no-effect control and ±100 the full control effect
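TRiC (40 or 20 nM final, by batch activity) in 30 mM Tris pH 7.4, 100 mM KCl, 5 mM MgCl2, 1 mM DTT was treated with compound at 76 uM single dose, then 10 uM ATP, 30 min at 37 °C. ADP was read by HTRF Transcreener.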
MmCpn inh – inhibitors of Methanococcus maripaludis chaperonin (MmCpn); purified Mm-Cpn ATPase, ADP Transcreener TR-FRET; 0.031% of 330,000 active; Potency, µM (highest dose often 76.9 µM), for the others: top-dose activity, negative = inhibition, usual class: inhibitors; further: potency means the concentration at half of the fitted maximal effect; on the % scale 0 is the no-effect control and ±100 the full control effect; nearly all actives have a fitted effect of over 80% in size
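Purified archaeal Mm-CPN (25nM final) preincubated 10 min at 37degC with compound, then 10uM ATP for 30 min at 37degC; ADP measured by HTRF Transcreener TR-FRET; buffer 30 mM TRIS pH 7.4, 100mM KCl, 5mM MgCl2, 1mM DTT.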
TGFb SMAD3 inh – TGF-b pathway inhibition. HepG2 CAGA-GFP TGF-b/SMAD3 reporter, GFP fluorescence, 18 h; TGF-beta stimulated, 500 pg/mL final. Potency, µM (titrated, usually from 46.1 µM), without a hit: at the top dose activity, negative = inhibition, hits mostly inhibitors. 1.2% of 410,000 active; further: potency means the concentration at half of the fitted maximal effect; on the % scale 0 is the no-effect control and ±100 the full control effect; nearly all actives have a fitted effect of over 65% in size
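HEPG2 CAGA-GFP cells (1000/well, DMEM with 1% FBS) were pre-incubated 2 h at 37 degrees C, given compound by pin tool, then stimulated with TGF-beta at 500 pg/mL final for 18 h before per-cell GFP fluorescence imaging.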
Nrf2 activator – Nrf2 pathway activation; AREc32 ARE-luciferase reporter (MCF7-derived line), luminescence, 24 h; Potency, µM (top dose mostly 46.1 µM), inactives show at the top dose activation, usual class: activators; 0.31% of 410,000 active; AID 624171; further: potency means the concentration at half of the fitted maximal effect; % of control where 0% means no effect; nearly all actives have a fitted effect of over 65% in size
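For detection, Steady-Glo was added and plates sat 30 min at RT; before that, AREc32_Fluc cells grown overnight in OPTI-MEM/5% FBS had been treated with 23 nL compound for 24 hr at 37 deg C.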
Abeta yeast res – compounds reversing amyloid beta toxicity in yeast; Potency, µM (doses to about 46.1 µM), for inactives: top-dose growth rescue, most hits filed as activators; 0.063% of 410,000 active; AID 1347071; yeast expressing A-beta42, growth rescue, OD600, 48 h; response scale: 0% DMSO, 100% iron-clioquinol control; further: potency means the concentration at half of the fitted maximal effect; nearly all actives have a fitted effect of over 55% in size
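Growth rescue measured by 600 nm absorbance after 48 h yeast culture at 30 C with compound. Values normalized between DMSO and an equimolar ferric chloride plus clioquinol control.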
pAkt inh – Akt phosphorylation inhibition; Neuro2A IGF-stimulated pAkt S473 HTRF, 20 min; stronger effect = lower value; activity change, % for hits at 50 µM; 0.32% of 360,000 active; AID 651550; in the data active means activity change below about -80%; inconclusive means mostly about -51% to -80%; further: on the % scale 0 is the no-effect control and ±100 the full control effect
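Neuro2A cells (4,500/well, DMEM with 0.5% FBS) were treated with compound at a single 50 µM final concentration, stimulated with 6 nM IGF for 20 min at 37 °C, and lysed. Phospho-Akt Ser473 was read by HTRF as 665/615 ratio ×10^4.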
Nrf2 inh – Nrf2 pathway inhibition; A549 ARE-Fluc reporter, luciferase luminescence, 18-24 h; 2.1% of 360,000 active; Potency, µM (titrated, usually from 46 µM), without a hit: at the highest dose activity change, negative = inhibition, most hits filed as inhibitors; further: potency means the concentration at half of the fitted maximal effect; on the % scale 0 is the no-effect control and ±100 the full control effect; nearly all actives have a fitted effect of over 60% in size
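A549 ARE_Fluc cells, 5000/well, 5% FBS OPTI-MEM; compounds in dose-response, 18-24 h at 37 °C/5% CO2; CellTiter-Fluor viability read (Ex 405/Em 525), then BugLite luciferase luminescence = Nrf2 activity.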
HepG2 viability – counter-screen for TGF-b inhibitors: cytotoxicity in HepG2 cells; Potency, µM (series often up to 46.1 µM), without a hit: at the highest dose activity change, negative = cytotoxicity, actives largely listed as cytotoxic; HepG2 CAGA-GFP viability, ATP luminescence, 18 h; 0.76% of 410,000 active; further: potency means the concentration at half of the fitted maximal effect; some results filed as inactive show a strong effect at the top dose
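HepG2 CAGA-GFP cells (1000/well, DMEM with 1% FBS) received compound, then TGF-beta at 500 pg/mL final, and were incubated 18 hours at 37 degrees C. Viability was read by CellTiter-Glo luminescence. Media-only wells were set as complete cell-killing and DMSO as no toxicity.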
A549 viability – counter-screen for Nrf2 inhibitors: cytotoxicity in A549 cells; A549 ARE-Fluc cells, CellTiter-Fluor viability, 18-24 h; AID 504648; 0.16% of 390,000 active; Potency, µM (titrated, usually from 46 µM), for inactives: at the top dose activity change, negative = cytotoxicity, usual class: inhibitors; further: potency means the concentration at half of the fitted maximal effect; on the % scale 0 is the no-effect control and ±100 the full control effect
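A549 ARE_Fluc cells in 5% FBS OPTI-MEM were exposed to compounds in concentration-response for 18-24 h at 37 deg C. Viability was read by CellTiter-Fluor fluorescence (Ex 405/Em 525) after 30 min, before the luciferase read.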
Numbers without * were called inactive; i = inactive; ? = inconclusive; . = no result given; & = joins results of further samples; [ ] = dose if it differs, or a comment. Unless noted, the call rests on the fitted dose curve; in most records, active means well fitted curve in the direction sought with a large enough effect; inconclusive means small, poorly fitted or top-dose-only effect, or another doubt; inactive means no such curve, though single readings can be large; an effect the other way counts as inactive or inconclusive. Rows were taken by chance; overall some 4.3% were active at least once.

Order of values – CCT chaperon mod	MmCpn inh	TGFb SMAD3 inh	Nrf2 activator	Abeta yeast res	pAkt inh	Nrf2 inh	HepG2 viability	A549 viability
- O=C(c1ccc2nc(Cc3cccc(Cl)c3)oc2c1)N1CCC(O)CC1
 : 0.7	0%	0%	-0.3%	2%	i	3%	0%	-2%
- Fc1ccc(NC(=S)NCc2ccccc2)cc1
 : -5.8	0%	-24%	4.5%	?	i	1%	-11%	16%
- N#CC(c1ccc(O)cc1)c1ncc(C(F)(F)F)cc1Cl (stereo not given)
 : 1.0	1%	-14%	-0.7%	18%	i	23%	-18%	0%
- O=C(O)c1cc(Cl)c2ccccc2c1O
 : -0.4	-9%	6%	3.0%	-25%	.	7%	-26%	-7%
- CC(=O)N1CCc2c(sc(NC(=O)CCS(=O)(=O)c3ccccc3)c2C(N)=O)C1
 : -2.1	2%	-2%	?	6%	i	?	-2%	0%
- Cc1nnc2sc(SCc3ccc(Cl)cc3)nn2c1=O
 : -1.6	1%	2%	0.8%	1%	i	12%	4%	-3%
- CC1C(=O)Nc2ccccc2N1C(=O)c1ccc(Cl)c(Cl)c1 (stereo not given)
 : -0.1	1%	0%	0.3%	3%	i	?	-6%	-1%
- COc1ccccc1N1CCN(C(=O)c2ccc(Nc3nc4ccccc4n4nnnc34)cc2)CC1
 : .	.	1%	1.5%	-8%	.	-28%	-16%	1%
- O=C(OCc1nc2ccccc2s1)C1CCN(C2=NS(=O)(=O)c3ccccc32)CC1
 : -1.5	0%	?	5.2%	1%	i	?	-13%	7%
- CCCN(CCC)CCCNC(=O)C1CCC(CNS(=O)(=O)c2cccc3nsnc23)CC1 (stereo not given)
 : 0.4	-3%	-3%&1%	0.2%&1.2%	-3%&-2%	i	?	-13%&7%	2%&-12%
- COC(=O)C1CC23C=CCN4CCC5(c6ccccc6NC15C2C)C43 (stereo not given)
 : 0.6	2%	?	-0.4%	5%	i	?	3%	-17%
- COc1ccc(CCNC(=O)COc2ncnc3ccccc23)cc1
 : -3.7	-1%	-8%	0.1%	-5%	i	8%	20%	-1%
- CCOC(=O)c1ccc(NC(=O)CSc2nc(-c3ccc(OC)cc3)cc(C(F)(F)F)c2C#N)cc1
 : .	.	17%	8.0%	-7%	.	?	5%	-1%
- CCOCCc1nn2c(=O)cc(COC(=O)c3cccc(C)c3)nc2s1
 : .	.	2%	5.6%	-20%	.	9%	-17%	0%
- COc1ccc(C)cc1Nc1n[n+](-c2ccccc2)c(-c2ccc(N(C)C)cc2)s1
 : 0.6	-17%	-17%	0.4%	-12%	i	?	-41%	-17%
- COc1ccc(-c2nn(-c3ccccc3)cc2/C=C\C(=O)N2CCOCC2)cc1[N+](=O)[O-]
 : -1.7	1%	-7%	-0.7%	2%	i	-2%	-2%	-1%
- CN1CCN(C(=O)c2ccc(N(Cc3ccc(Cl)cc3)S(C)(=O)=O)cc2)CC1
 : -0.5	-1%	14%	0.1%	0%	i	14%	-1%	1%
- COc1ccccc1CN(C(=O)CNC(=O)c1ccco1)C(C(=O)NCC1CCCO1)c1ccccc1 (stereo not given)
 : -0.5	-1%	27%	0.0%	3%	i	-18%	3%	-5%
- COc1ccc(CNc2ccc(S(N)(=O)=O)cc2)c(OC)c1OC
 : -1.1	3%	-1%	-0.3%	-15%	i	-11%	-19%	3%[1.84 µM]
- CC(C)NS(=O)(=O)c1ccc(CCC(=O)O)cc1
 : 1.4	-5%	1%	-0.7%	-12%	i	5%	-4%	0%

The last two entries of the section above lead into the next.
Order of values – CCT chaperon mod	MmCpn inh	TGFb SMAD3 inh	Nrf2 activator	Abeta yeast res	pAkt inh	Nrf2 inh	HepG2 viability	A549 viability
- COc1ccc(CNc2ccc(S(N)(=O)=O)cc2)c(OC)c1OC
 : -1.1	3%	-1%	-0.3%	-15%	i	-11%	-19%	3%[1.84 µM]
- CC(C)NS(=O)(=O)c1ccc(CCC(=O)O)cc1
 : 1.4	-5%	1%	-0.7%	-12%	i	5%	-4%	0%
- Cc1ccccc1C(=O)N/N=C/c1ccccn1
 : -3.8	1%	-7%	-0.6%	13%	i	?	3%	-12%
- CCCn1c(N)c(C(=O)CSc2nc3ccccc3n2CCC#N)c(=O)n(C)c1=O
 : 1.3	-8%	-10%	0.4%	1%	i	-26%	-26%	-9%
- O=C(CN1CCOCC1)NNc1nc(-c2ccccc2)c2cc(Br)ccc2n1
 : -1.6	2%	-4%	4.3%	3%	i	-15%	-10%	8%
- O=C(N/N=C/c1ccco1)c1ccccc1OCc1ccc(Br)cc1
 : 1.7	0%	-16%	5.4%	13%	i	?	-21%	-1%
- COc1ccc2[nH]c3c(c2c1)CCN1C(=O)C(CC(=O)NCc2cccc(C(F)(F)F)c2)C[C@H](C(=O)N2CCCCC2)[C@@]31CCc1ccccc1 (stereo not given in full)
 : -1.3	3%	?	-0.3%	-8%	i	6.5µM*	-27%	-17%
- COc1ccccc1N1CCN(C(=O)c2ccc3c(Cl)c4c(nc3c2)CCCC4)CC1
 : 2.2	2%	11µM*	0.2%	-20%	i	1%	-15%	-2%
- C[C@@H]1CN([C@H](C)CO)C(=O)CCCn2nncc2CO[C@@H]1CN(C)S(=O)(=O)c1cccc(C#N)c1
 : -0.9	.	1%	0.5%	-3%	i	.	-33%	.
- CCOC(=O)CSc1nc2cc3c(cc2c(=O)n1CCCCCC(=O)NCc1ccc2c(c1)OCO2)OCO3
 : .	.	-7%	-0.4%	-24%	.	.	-7%	2%
- COc1cc(NC(=O)c2ccnnc2)cc(C(=O)Nc2cccc(C(F)(F)F)c2)c1
 : 1.2	-1%	?	5.9%	7%	i	-24%	-23%	-8%
- COc1ccc(N(CC(=O)NN=C2CCCC2)S(=O)(=O)c2ccccc2)cc1
 : -0.5	0%	0%	-0.9%	3%	i	3%	9%	12%[1.84 µM]
- COc1ccc(NS(=O)(=O)c2cccs2)cn1
 : 1.9	1%	11%	-0.7%	-7%	i	-2%	2%	0%
- CCOc1ccccc1NC(=O)Cc1coc2c(C)c(C)ccc12
 : .	.	-2%	4.8%	-10%	.	?	-3%	-1%
- CCOc1cc(/C=N/NC(=O)c2ccccn2)ccc1OC(=O)c1cccs1
 : -0.6	-1%	-2%	4.0%	1%	i	?	-3%	0%
- CCn1cc(C(=O)NCCCN2CCCC2)c(=O)c2cc(S(=O)(=O)N3CCc4ccccc4C3)ccc21
 : -1.0	-3%	-26%	-1.6%	-5%	i	-18%	-23%	-2%
- Cc1[nH]c2ccccc2c1/C=C/c1nc2ccccc2c(=O)n1-c1ccc([N+](=O)[O-])cc1
 : -2.4	-8%	-26%	3.6%	15%	i	15%	-10%	5%
- Cc1[nH]c2ccccc2c1/C=N/NC(=O)c1cc(C(C)(C)C)[nH]n1
 : -3.1	1%	4%	3.3%	-1%	i	-8%	-5%	-10%
- COc1cc(NC(=O)Cn2c(=O)n(-c3ccccc3)c(=O)c3c4c(sc32)CCCC4)cc(OC)c1
 : .	.	5%	-0.4%	-4%	.	13%	-2%	-3%
- COc1ccc(N=C(c2ccccc2)c2c(C)[nH]n(-c3ccccc3)c2=O)c(OC)c1
 : -1.7	2%	-25%	-0.8%	-16%	i	?	10%	?
- COc1ccc(NC(=O)C(CCSC)NC(N)=O)cc1NS(=O)(=O)c1ccc(F)cc1 (stereo not given)
 : -2.0	2%	1%	-0.5%	10%	i	9%	3%	-8%
- Cc1cc(=O)[nH]c(SCCOc2ccc(OC(C)C)cc2)n1
 : -0.7	1%	1%	0.8%	25%	i	-2%	-23%	-18%
- O=C(CN1C(=O)c2cccnc2Oc2ccc(Cl)cc21)Nc1ccccc1F
 : -0.9	0%	-13%	6.0%	-13%	i	-12%	-13%	-6%
- O=C(COc1ccccc1F)OCc1cc(=O)n2nc(C3CCCCC3)sc2n1
 : .	.	-7%	0.7%	-8%	.	15%	-2%	-9%
- CC(C)C1C(=O)N(Cc2cn(CC3CCCCC3)nn2)CCS(=O)(=O)N1Cc1ccc(-c2ccc(F)nc2)cc1 (stereo not given)
 : -1.7	.	?	0.2%	0%	i	.	-23%	.
- CCCn1c(N)c(C(=O)CSc2nc3ccccc3s2)c(=O)[nH]c1=O
 : 0.3	-2%	?	3.9%	-15%	i	?	1%	-17%
- CC(C)C[C@H](N)c1cn([C@@H](Cc2ccc(O)cc2)C(=O)N2CCNCC2)nn1
 : 1.9	.	4%	-0.1%	-11%	i	14%	6%	-5%
- CC(C)(C)OC(=O)NCCCCCNC(=O)c1[nH]cnc1C(=O)NC1CCN(C(=O)OC(C)(C)C)CC1
 : 0.2	1%	0%	5.0%	-3%	i	21µM*	-17%	-12%
- CC(=O)N1CCCC(C)(C(=O)Nc2ccc3nc(C)ccc3c2)C1 (stereo not given)
 : -1.2	.	5%	0.1%[9.22 µM]	-7%	i	.	4%	.
- O=C(Nc1ccc(Br)cc1F)C1CC(=O)N(C2CCCCC2)C1 (stereo not given)
 : 1.4	0%	-12%	-0.4%	24%	i	3%	5%	-12%
- Cc1noc(C)c1COc1ccccc1C(=O)N1CCN(c2cccc(C(F)(F)F)c2)CC1
 : -1.7	1%	-27%	-0.3%	15%	i	-18%	-21%	?
- CSc1nnc(C)c(=O)n1COC(=O)c1ccc(S(=O)(=O)N2CCOCC2)cc1
 : 1.5	3%	3%	-0.2%	-6%	i	6%	1%	-10%
- Cc1ccccc1CS(=O)(=O)c1snnc1C
 : -1.9	0%	-13%	10%	-6%	i	?	-3%	.
